GSTO1 inh – blocks human GSTO1 in RBBP9 counter-screen | 1.1% of 300,000 active | inhibition, % at 5.96 µM | P78417 | AID 1974 | recombinant GSTO1, activity-based probe fluorescence polarization;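 active means inhibition above the campaign mean inhibition plus 3 SD, cut at about 35% in these data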;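 further: 0% = GSTO1-1 with DMSO and 100% = wells lacking GSTO1-1 enzyme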
PAFAH1B3 FP inh – blocks human PAF acetylhydrolase 1B catalytic subunit 3; recombinant PAFAH1B3, FP-rhodamine probe, fluorescence polarization; inhibition, % at 3.39 µM; 0.28% of 340,000 active; AID 492972; Q15102;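 active means inhibition above the screen-wide average of all tested compounds plus 3 SD, cut at about 25% in these data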;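 further: 0% = enzyme with DMSO only and 100% = wells lacking PAFAH1B3 protein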
PAFAH2 inh – inhibitors of human PAFAH2; Q99487; recombinant PAFAH2, FP-rhodamine activity probe, fluorescence polarization; inhibition, % at 3.39 µM; 0.99% of 340,000 active; AID 492956;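 active means inhibition above the mean over all tested compounds plus 3 SD, cut at about 30% in these data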;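 further: inhibitors block probe labeling of enzyme so polarization drops; 0% = enzyme with DMSO and 100% = wells lacking PAFAH2 protein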
LYPLA2 counter – counter-screen for PME1 inhibitors: inhibitors of human LYPLA2; O95372; recombinant LYPLA2, FP-Rh probe fluorescence polarization; inhibition, % at 5.9 µM; 0.38% of 320,000 active; AID 2177;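 active means inhibition above the screen-wide mean plus 3 SD, limit set per campaign, cut at about 26% in these data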;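 further: 0% = LYPLA2 with DMSO and 100% = wells lacking LYPLA2 enzyme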
Target sequence (O95372 whole entry, looked up): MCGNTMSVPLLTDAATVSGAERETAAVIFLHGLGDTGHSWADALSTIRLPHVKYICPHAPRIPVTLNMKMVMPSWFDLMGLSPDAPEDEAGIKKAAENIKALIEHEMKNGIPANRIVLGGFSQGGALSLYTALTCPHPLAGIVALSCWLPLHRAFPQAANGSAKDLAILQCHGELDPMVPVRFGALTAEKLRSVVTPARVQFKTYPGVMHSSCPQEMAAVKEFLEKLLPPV
LYPLA1 inh – blocks human lysophospholipase 1, a PME1 counter-screen; inhibition, % at 5.9 µM; 0.16% of 320,000 active; O75608; recombinant LYPLA1, FP-Rh probe fluorescence polarization;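 active means inhibition above the mean of all tested compounds plus 3 SD, set per campaign, cut at about 14% in these data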;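 further: inhibitors block serine hydrolase probe labeling of LYPLA1 so polarization falls; 0% = enzyme with DMSO and 100% = wells lacking LYPLA1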
ZTA counter – counter-screen for EBNA-1 inhibitors: inhibitors of Epstein-Barr virus ZTA. P03206. inhibition, % at 11 µM. ZTA-DNA binding, fluorescence polarization. 0.15% of 320,000 active. AID 2234; in the data active means inhibition above about 33%
PREPL inh – inhibitors of human prolyl oligopeptidase-like enzyme PREPL; recombinant PREPL, fluorescence polarization activity-based probe; inhibition, % at 5.96 µM; 0.68% of 320,000 active; AID 2751; in the data active means inhibition above about 43%;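 further: 0% = enzyme with DMSO and 100% = wells lacking enzyme; many of its hits are not listed in these tables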
PAD4 FP inh – PAD4 (human) enzyme inhibition. Q9UM07. recombinant PAD4, RCA probe fluorescence polarization. inhibition, % at 6.36 µM. 0.41% of 330,000 active. AID 485272;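 active means percent inhibition above a cutoff equal to the mean of all tested compounds plus 3 SD, cut at about 15% in these data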;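 further: 0% = PAD4 with RCA probe and DMSO and 100% = probe without PAD4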
Target sequence (Q9UM07 whole entry, looked up): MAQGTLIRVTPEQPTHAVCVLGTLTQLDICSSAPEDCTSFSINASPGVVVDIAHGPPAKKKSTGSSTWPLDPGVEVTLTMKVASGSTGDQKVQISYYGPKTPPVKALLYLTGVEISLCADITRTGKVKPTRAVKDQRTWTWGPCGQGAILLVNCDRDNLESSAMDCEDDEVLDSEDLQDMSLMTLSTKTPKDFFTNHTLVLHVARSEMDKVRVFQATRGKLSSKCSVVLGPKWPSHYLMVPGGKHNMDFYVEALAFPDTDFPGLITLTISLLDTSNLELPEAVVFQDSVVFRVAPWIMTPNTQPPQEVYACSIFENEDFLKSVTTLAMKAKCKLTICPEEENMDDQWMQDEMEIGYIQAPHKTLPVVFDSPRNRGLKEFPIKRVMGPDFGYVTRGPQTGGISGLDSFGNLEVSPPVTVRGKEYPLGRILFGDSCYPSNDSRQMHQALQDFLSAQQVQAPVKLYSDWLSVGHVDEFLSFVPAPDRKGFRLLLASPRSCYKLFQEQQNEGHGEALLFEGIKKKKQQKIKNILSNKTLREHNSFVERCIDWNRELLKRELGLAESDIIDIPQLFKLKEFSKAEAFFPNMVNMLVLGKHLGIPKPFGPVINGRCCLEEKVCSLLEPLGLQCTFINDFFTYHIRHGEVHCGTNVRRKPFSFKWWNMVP
EBNA-1 inh – blocks EBNA-1 binding to DNA | EBNA-1 DNA binding, fluorescence polarization | inhibition, % at 14.8 µM | 0.34% of 300,000 active | AID 1950; in the data active means inhibition above about 28%
* = called active by the depositor. Some of the compounds tested. The share of hits here may be higher or lower than overall.

For CCc1nc2c(sc3nc4c(cc32)COC(C)(C)C4)c(=O)n1CCN(CC)CC the results were GSTO1 inh 1, PAFAH1B3 FP inh 6, PAFAH2 inh 6, LYPLA2 counter -8, LYPLA1 inh -2, ZTA counter 7, PREPL inh -4, PAD4 FP inh 0 and EBNA-1 inh -2.
Screening COc1ccc(C)cc1NC(=O)C(NCC1CCCO1)c1ccccc1 (stereo not drawn) returned GSTO1 inh 1, PAFAH1B3 FP inh 5, PAFAH2 inh -2, LYPLA2 counter -1, LYPLA1 inh -4, ZTA counter 5, PREPL inh 2, PAD4 FP inh -1 and EBNA-1 inh 4.
`Cc1ccc(C(=O)OCC(=O)NCCc2ccc(F)cc2)cc1S(=O)(=O)N1CCOCC1` gave PAFAH1B3 FP inh -5, PAFAH2 inh 47*, PREPL inh 14 and PAD4 FP inh -3.
For CCOC(=O)Cc1csc(NC(=O)CN(C)S(=O)(=O)c2cccc3cccnc23)n1 the results were GSTO1 inh 3, PAFAH1B3 FP inh 16, PAFAH2 inh -5, LYPLA2 counter -4, LYPLA1 inh -1, ZTA counter -2, PREPL inh 2, PAD4 FP inh -1 and EBNA-1 inh 2.
COc1ccccc1CNC(=O)COC(=O)c1cccc(S(=O)(=O)N2CCOCC2)c1 was read as GSTO1 inh 18, PAFAH1B3 FP inh 6, PAFAH2 inh 15, LYPLA2 counter -2, LYPLA1 inh 2, ZTA counter 11, PREPL inh -8, PAD4 FP inh 1 and EBNA-1 inh 17.
For C=CCn1c(C(CC)CC(C)(C)O)n[nH]c1=S (stereo not drawn) the results were GSTO1 inh 4, PAFAH1B3 FP inh 10, PAFAH2 inh -4, LYPLA2 counter 3, LYPLA1 inh 2, ZTA counter 5, PREPL inh 0, PAD4 FP inh 0 and EBNA-1 inh 7.
`Cn1cnnc1SCc1nc(N)nc(Nc2ccccc2)n1` gave GSTO1 inh -8, PAFAH1B3 FP inh -5, PAFAH2 inh 3, LYPLA2 counter 0, LYPLA1 inh -3, ZTA counter 11, PREPL inh -5, PAD4 FP inh -3 and EBNA-1 inh 2.
For O=C(c1ccc(S(=O)(=O)N2CCc3ccccc3C2)cc1)N1CCCCC1 the results were GSTO1 inh 0, PAFAH1B3 FP inh -7, PAFAH2 inh 8, LYPLA2 counter -3, LYPLA1 inh 3, ZTA counter -4, PREPL inh -12, PAD4 FP inh 0 and EBNA-1 inh -9.
C[C@H](CO)N1C[C@H](C)[C@@H](CN(C)S(=O)(=O)c2ccccc2)Oc2ccc(NC(=O)Nc3ccc4c(c3)OCO4)cc2C1=O was read as PAFAH1B3 FP inh 6, PAFAH2 inh 5, PREPL inh 29 and PAD4 FP inh 0.
Cc1ccc(NS(=O)(=O)c2cccc(C(=O)NNC(=O)c3cccn3C)c2)c(C)c1 was read as GSTO1 inh 2, PAFAH1B3 FP inh 9, PAFAH2 inh -1, LYPLA2 counter -3, LYPLA1 inh -4, ZTA counter 0, PREPL inh 3, PAD4 FP inh 1 and EBNA-1 inh -6.
Screening Cc1cc(-n2c(C)cc(C(=O)CSc3nnnn3-c3ccccc3)c2C)no1 returned GSTO1 inh 30, PAFAH1B3 FP inh -5, PAFAH2 inh 8, LYPLA2 counter 2, LYPLA1 inh -5, ZTA counter 1, PREPL inh 3, PAD4 FP inh 2 and EBNA-1 inh 2.
CCOc1ccc2nc(NS(=O)(=O)c3ccc4c(c3)n(C)c(=O)n4C)sc2c1 was read as GSTO1 inh 4, PAFAH1B3 FP inh 3, PAFAH2 inh 4, LYPLA2 counter -1, LYPLA1 inh -3, ZTA counter -9, PREPL inh -4, PAD4 FP inh 9 and EBNA-1 inh 3.
Screening C=CCn1c(SCC)nc2sc3c(c2c1=O)CCc1ccccc1-3 returned GSTO1 inh 7, PAFAH1B3 FP inh 6, PAFAH2 inh -1, LYPLA2 counter -2, LYPLA1 inh -2, ZTA counter -3, PREPL inh 4, PAD4 FP inh -1 and EBNA-1 inh -4.
COc1cc(NC(=O)c2ccccc2-n2cnnn2)cc(OC)c1 was read as GSTO1 inh -1, PAFAH1B3 FP inh 4, PAFAH2 inh -1, LYPLA2 counter 6, LYPLA1 inh 3, ZTA counter 2, PREPL inh -9, PAD4 FP inh 1 and EBNA-1 inh -2.
`O=C(Nc1ccc(O)cc1)c1cccc(Oc2ccc([N+](=O)[O-])cc2)c1` gave GSTO1 inh -8, PAFAH1B3 FP inh 2, PAFAH2 inh -6, LYPLA2 counter 18, LYPLA1 inh 1, ZTA counter 11, PREPL inh 19, PAD4 FP inh -4 and EBNA-1 inh 2.
For c1ccc2c(CN3CCOCC3)csc2c1 the results were GSTO1 inh 4, PAFAH1B3 FP inh 4, PAFAH2 inh -2, LYPLA2 counter 5, LYPLA1 inh 4, ZTA counter -2, PREPL inh -10, PAD4 FP inh 1 and EBNA-1 inh -3.
`O=S(=O)(c1cccc(-c2n[nH]c(=S)n2-c2ccccc2Cl)c1)N1CCOCC1` gave PAFAH1B3 FP inh -2, PAFAH2 inh 2, PREPL inh 22 and PAD4 FP inh -2.
CC1CC2(C)Oc3ccccc3C3OCC1(CO)C(C)C32 (stereo not drawn) was read as GSTO1 inh 0, PAFAH1B3 FP inh 15, PAFAH2 inh -1, LYPLA2 counter 4, LYPLA1 inh -1, ZTA counter -23, PREPL inh 14, PAD4 FP inh 1 and EBNA-1 inh 2.
`Cc1cccc(C2Nc3ccccc3C(=O)N2CCc2ccccc2)n1` (stereo not drawn) gave GSTO1 inh 5, PAFAH1B3 FP inh -1, PAFAH2 inh -2, LYPLA2 counter 3, LYPLA1 inh 2, ZTA counter -1, PREPL inh 10, PAD4 FP inh -1 and EBNA-1 inh -3.
`COc1ccccc1-c1cc(C(=O)Nc2c(C)n(C)n(-c3ccccc3)c2=O)no1` gave GSTO1 inh 1, PAFAH1B3 FP inh 2, PAFAH2 inh 1, LYPLA2 counter 4, LYPLA1 inh 3, ZTA counter -11, PREPL inh 9, PAD4 FP inh 1 and EBNA-1 inh 2.
Screening O=C(O)c1ccc(-n2cc(C(=O)c3ccccc3O)cn2)cc1 returned GSTO1 inh -3, PAFAH1B3 FP inh 13, PAFAH2 inh 6, LYPLA2 counter -6, LYPLA1 inh -5, ZTA counter -7, PREPL inh 16, PAD4 FP inh -3 and EBNA-1 inh -20.
Screening Cc1cc(/C=C(\C#N)C(=O)Nc2ccc(F)cc2)c(C)n1-c1ccc(N2CCOCC2)c([N+](=O)[O-])c1 returned GSTO1 inh 3, PAFAH1B3 FP inh -2, PAFAH2 inh -13, LYPLA2 counter 7, LYPLA1 inh 1, ZTA counter -18, PREPL inh 21, PAD4 FP inh 2 and EBNA-1 inh 1.
O=C(CSC1CC(=O)N(c2ccc(C(=O)O)cc2)C1=O)Nc1ccc2ccccc2c1 (stereo not drawn) was read as GSTO1 inh 0, PAFAH1B3 FP inh -1, PAFAH2 inh 9, LYPLA2 counter -4, LYPLA1 inh 0, ZTA counter 16, PREPL inh 17, PAD4 FP inh 3 and EBNA-1 inh -8.
For COc1cccc(/C=C2/SC(=S)N(CCCC(=O)Nc3ccc(O)cc3)C2=O)c1 the results were GSTO1 inh 0, PAFAH1B3 FP inh 1, PAFAH2 inh -6, LYPLA2 counter -2, LYPLA1 inh -6, ZTA counter -3, PREPL inh 24, PAD4 FP inh -15 and EBNA-1 inh -12.
O=C1CC2(CCCC2)Oc2ccc(Cl)cc21 was read as GSTO1 inh -1, PAFAH1B3 FP inh 1, PAFAH2 inh 2, LYPLA2 counter 6, LYPLA1 inh 1, ZTA counter -18, PREPL inh -4, PAD4 FP inh -1 and EBNA-1 inh -10.
`COc1cccc(-c2cc(C(=O)O)[nH]n2)c1` gave GSTO1 inh 1, PAFAH1B3 FP inh 6, PAFAH2 inh 2, LYPLA2 counter -3, LYPLA1 inh -3, ZTA counter 0, PREPL inh 12, PAD4 FP inh -3 and EBNA-1 inh -5.
Screening O=C(NC1CCCC1)c1ccc(COc2ccccc2Br)o1 returned GSTO1 inh 1, PAFAH1B3 FP inh -1, PAFAH2 inh 5, LYPLA2 counter 7, LYPLA1 inh 2, ZTA counter 9, PREPL inh 30, PAD4 FP inh 4 and EBNA-1 inh -1.
Screening Cc1ccc(C)c(NC(CC(=O)c2ccccc2)C(=O)OCC(=O)c2cccs2)c1 (stereo not drawn) returned GSTO1 inh -1, PAFAH1B3 FP inh -5, PAFAH2 inh 3, LYPLA2 counter -2, LYPLA1 inh -2, ZTA counter 8, PREPL inh 8, PAD4 FP inh 1 and EBNA-1 inh 9.
CCC1CCCCN1Cc1c(O)ccc2c(=O)c(-c3ccccc3OC)coc12 (stereo not drawn) was read as GSTO1 inh -12, PAFAH1B3 FP inh 4, PAFAH2 inh 6, LYPLA2 counter -13, LYPLA1 inh 2, ZTA counter -15, PREPL inh -1, PAD4 FP inh -12 and EBNA-1 inh 12.
`CC(C(=O)Nc1ccc2c(c1)OCCO2)N1Cc2ccccc2C1=O` (stereo not drawn) gave GSTO1 inh 2, PAFAH1B3 FP inh 3, PAFAH2 inh 4, LYPLA2 counter 1, LYPLA1 inh -2, ZTA counter 7, PREPL inh -7, PAD4 FP inh 3 and EBNA-1 inh 5.
Screening COCCNC(=O)COc1ccc(Oc2ccccc2)cc1 returned GSTO1 inh -3, PAFAH1B3 FP inh -1, PAFAH2 inh 6, LYPLA2 counter 5, LYPLA1 inh -2, ZTA counter 5, PREPL inh -9, PAD4 FP inh 0 and EBNA-1 inh -10.
`CC(SC1=NCCN1S(=O)(=O)c1ccccc1)c1ccccc1` (stereo not drawn) gave GSTO1 inh 3, PAFAH1B3 FP inh -1, PAFAH2 inh 2, LYPLA2 counter 6, LYPLA1 inh 0, ZTA counter -2, PREPL inh 5, PAD4 FP inh 0 and EBNA-1 inh 10.

Among those listed so far, 5 contain a halogen.
`Cc1ccc(C(=O)OCC(=O)NCCc2ccc(F)cc2)cc1S(=O)(=O)N1CCOCC1` gave PAFAH1B3 FP inh -5, PAFAH2 inh 47*, PREPL inh 14 and PAD4 FP inh -3.
`O=S(=O)(c1cccc(-c2n[nH]c(=S)n2-c2ccccc2Cl)c1)N1CCOCC1` gave PAFAH1B3 FP inh -2, PAFAH2 inh 2, PREPL inh 22 and PAD4 FP inh -2.
Screening Cc1cc(/C=C(\C#N)C(=O)Nc2ccc(F)cc2)c(C)n1-c1ccc(N2CCOCC2)c([N+](=O)[O-])c1 returned GSTO1 inh 3, PAFAH1B3 FP inh -2, PAFAH2 inh -13, LYPLA2 counter 7, LYPLA1 inh 1, ZTA counter -18, PREPL inh 21, PAD4 FP inh 2 and EBNA-1 inh 1.
O=C1CC2(CCCC2)Oc2ccc(Cl)cc21 was read as GSTO1 inh -1, PAFAH1B3 FP inh 1, PAFAH2 inh 2, LYPLA2 counter 6, LYPLA1 inh 1, ZTA counter -18, PREPL inh -4, PAD4 FP inh -1 and EBNA-1 inh -10.
Screening O=C(NC1CCCC1)c1ccc(COc2ccccc2Br)o1 returned GSTO1 inh 1, PAFAH1B3 FP inh -1, PAFAH2 inh 5, LYPLA2 counter 7, LYPLA1 inh 2, ZTA counter 9, PREPL inh 30, PAD4 FP inh 4 and EBNA-1 inh -1.

Screens (PubChem)
